# A549 tox – A549 cytotoxicity, counter-screen for Nrf2 inhibitors; Potency, µM (doses to about 46 µM), for inactives: at the highest dose activity change, negative = cytotoxicity, actives largely listed as inhibitors; A549 ARE-Fluc cells, CellTiter-Fluor viability, 18-24 h; AID 504648; actives 0.16% (n = 390,000); further: potency means the concentration at half of the fitted maximal effect; on the % scale 0 is the no-effect control and ±100 the full control effect
#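 A549 ARE_Fluc cells in 5% FBS OPTI-MEM were exposed to compounds in concentration-response for 18-24 h at 37 deg C. Viability was read by CellTiter-Fluor fluorescence (Ex 405/Em 525) after 30 min, before the luciferase read.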
# IL2 activator – activators of IL-2; actives 0.065% (n = 360,000); IL-2 activation reporter assay, cell-based qHTS; stimulated with anti-CD3/CD4/CD28 beads; in transgenic mouse T cells; activation, % (series mostly up to about 46 µM); in the data active means activation above about 50%; inconclusive means mostly about 30% to 49%; further: 0% is about no effect
#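 Unstimulated transgenic mouse T cells, 750 per well, received compound and, after 60 minutes, anti-CD3/anti-CD4 bead plus anti-CD28 stimulation. EGFP and DsRed were quantified after 18 hours.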
# TGFb inhibitor – inhibitors of TGF-b signaling; HepG2 CAGA-GFP TGF-b/SMAD3 reporter, GFP fluorescence, 18 h; TGF-beta stimulated, 500 pg/mL final; Potency, µM (doses to about 46.1 µM), for the others: at the highest dose activity, negative = inhibition, usual class: inhibitors; actives 1.2% (n = 410,000); AID 588855; further: potency means the concentration at half of the fitted maximal effect; on the % scale 0 is the no-effect control and ±100 the full control effect; nearly all actives have a fitted effect of over 65% in size
#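 Per well, imaged GFP fluorescence of HEPG2 CAGA-GFP cells gives the signal; cells get compound, then TGF-beta (500 pg/mL final), 18 h at 37 degrees C; %Activity versus -TGF-beta and +DMSO controls.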
# Nrf2 ARE act – activators of Nrf2 (ARE) signaling; actives 0.31% (n = 410,000); AREc32 ARE-luciferase reporter (MCF7-derived line), luminescence, 24 h; Potency, µM (highest dose often 46.1 µM), inactives show top-dose activation, hits mostly activators; AID 624171; further: potency means the concentration at half of the fitted maximal effect; % of control where 0% means no effect; nearly all actives have a fitted effect of over 65% in size
#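 AREc32 cells carrying an ARE-driven firefly luciferase reporter were seeded at 1000 cells/well in OPTI-MEM with 5% FBS, then exposed to compound for 24 hr at 37 deg C. Luminescence was read with Steady-Glo after 30 min at RT.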
# S2 tox – reduces viability in counter-screen for ATXN expression inhibitors; actives 0.49% (n = 400,000); S2 cells (HEK-293 line with an ATXN2-luciferase reporter) viability, CellTiter-Fluor protease fluorescence, 24 h; Potency, µM (top dose mostly 56.7 µM), usual class: cytotoxic; AID 651635; further: potency means the concentration at half of the fitted maximal effect; nearly all actives have a fitted effect of over 40% in size
# HepG2 viability – kills HepG2 cells in TGF-b inhibitor counter-screen | HepG2 CAGA-GFP viability, ATP luminescence, 18 h | Potency, µM (series often up to 46.1 µM), without a hit: at the highest dose activity change, negative = cytotoxicity, most hits filed as cytotoxic | actives 0.76% (n = 410,000); further: potency means the concentration at half of the fitted maximal effect; some results filed as inactive show a strong effect at the top dose
#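 CellTiter-Glo luminescence gave cytotoxicity after 18 hours at 37 degrees C. The cells were HepG2 CAGA-GFP in 1% FBS DMEM, stimulated with 500 pg/mL TGF-beta after compound addition. %Activity was normalised to no-cell wells (complete cell-killing) and DMSO (no toxicity), and curves were fitted and classified.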
# EPAC2 agonist – EPAC2 (human) agonism | actives 0.079% (n = 360,000) | Q8WZA2 | Potency, µM (series often up to 154 µM), for inactives: at the highest dose activation, actives largely listed as activators | EPAC2 activation, biochemical qHTS; response scale: 100% = 6.5 mM cAMP response; further: potency means the concentration at half of the fitted maximal effect; nearly all actives have a fitted effect of over 50% in size
# Target sequence (Q8WZA2 whole entry, looked up): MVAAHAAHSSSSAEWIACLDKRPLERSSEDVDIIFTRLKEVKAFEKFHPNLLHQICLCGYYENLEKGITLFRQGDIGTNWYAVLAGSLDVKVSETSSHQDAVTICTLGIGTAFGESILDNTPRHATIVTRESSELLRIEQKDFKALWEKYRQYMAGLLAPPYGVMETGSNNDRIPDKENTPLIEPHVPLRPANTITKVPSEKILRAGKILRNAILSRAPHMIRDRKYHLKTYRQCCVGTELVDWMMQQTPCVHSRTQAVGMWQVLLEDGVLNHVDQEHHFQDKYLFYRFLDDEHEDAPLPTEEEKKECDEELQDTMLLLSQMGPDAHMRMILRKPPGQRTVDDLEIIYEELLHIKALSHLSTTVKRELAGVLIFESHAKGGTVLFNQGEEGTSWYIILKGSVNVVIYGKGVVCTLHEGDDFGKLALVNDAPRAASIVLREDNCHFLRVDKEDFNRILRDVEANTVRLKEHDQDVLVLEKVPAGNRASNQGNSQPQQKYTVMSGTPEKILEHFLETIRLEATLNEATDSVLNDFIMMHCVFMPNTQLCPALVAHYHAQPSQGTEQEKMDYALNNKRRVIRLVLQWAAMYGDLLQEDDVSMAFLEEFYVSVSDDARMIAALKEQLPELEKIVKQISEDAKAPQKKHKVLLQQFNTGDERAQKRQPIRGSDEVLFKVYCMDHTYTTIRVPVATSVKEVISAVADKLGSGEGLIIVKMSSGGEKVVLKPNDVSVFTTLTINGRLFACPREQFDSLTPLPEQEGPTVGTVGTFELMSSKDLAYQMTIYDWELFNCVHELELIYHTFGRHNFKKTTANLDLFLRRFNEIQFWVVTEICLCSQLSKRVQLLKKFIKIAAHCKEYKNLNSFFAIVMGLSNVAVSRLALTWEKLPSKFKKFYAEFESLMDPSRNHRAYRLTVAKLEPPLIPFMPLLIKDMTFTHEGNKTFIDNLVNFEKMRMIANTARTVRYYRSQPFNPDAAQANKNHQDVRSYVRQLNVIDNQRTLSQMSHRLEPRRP
#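 Exchange assay: 100 nM EPAC2 with 250 nM Rap1B-BODIPY-GDP and 50 uM GDP. Fluorescence (ex 480/em 540 nm) read every 5 min for 30 min at room temperature. Data normalized to 6.5 mM cAMP as agonist control.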
# ATXN2 expr inh – reduces ATXN2 reporter expression in HEK-293 cells; HEK-293 ATXN2-luciferase reporter, luminescence, 24 h; Potency, µM (series often up to 57 µM), without a hit: at the top dose activity change, negative = inhibition, hits mostly inhibitors; actives 0.72% (n = 360,000); AID 1745845; further: potency means the concentration at half of the fitted maximal effect; on the % scale 0 is the no-effect control and ±100 the full control effect; nearly all actives have a fitted effect of over 55% in size
#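 qHTS (up to 57 uM final) was run with 24 h compound exposure of reporter cells at 37 °C. Each well was multiplexed: SteadyGlo luminescence measured ATXN2-luciferase expression after a fluorogenic Gly-Phe-AFC viability readout (25 uM final).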
# Nrf2 block – Nrf2 pathway inhibition; actives 2.1% (n = 360,000); Potency, µM (titrated, usually from 46 µM), for inactives: at the highest dose activity change, negative = inhibition, hits mostly inhibitors; A549 ARE-Fluc reporter, luciferase luminescence, 18-24 h; further: potency means the concentration at half of the fitted maximal effect; on the % scale 0 is the no-effect control and ±100 the full control effect; nearly all actives have a fitted effect of over 60% in size
#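 Two sequential reads on A549 ARE_Fluc cells exposed to compound for 18-24 h: a CellTiter-Fluor fluorescence read for viability, then a luciferase luminescence read for Nrf2/ARE activity.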
# An asterisk follows results filed as active; i = inactive; ? = inconclusive; nt = not tested or not shown; & = joins results of further samples. Unless noted, the call rests on the fitted dose curve; in most records, active means well fitted curve in the direction sought with a large enough effect; inconclusive means small, poorly fitted or top-dose-only effect, or another doubt; inactive means no such curve, though single readings can be large; an effect the other way counts as inactive or inconclusive. The order is random; any-hit rate near 4.3%.
# Second line of a record: Nrf2 block, Nrf2 ARE act, EPAC2 agonist, A549 tox, ATXN2 expr inh, IL2 activator, HepG2 viability, TGFb inhibitor, S2 tox
> CC1CCc2nn(CC(=O)N3CCc4ccccc43)cc2C1 (centres undefined)
  -1%, 0.3%, 8%, -1%, 13%, -1.3, -38%, -9%, i
> Cc1cc(Cl)ccc1OCC(=O)OCC(=O)Nc1cccnc1Cl
  6%, 0.2%, 13%, -3%, nt, 0.3, -22%, -17%, nt
> CC(C)(C)OC(=O)N/N=C/c1cc(N=Nc2ccccc2)ccc1O
  -2%, 12%, -1%, 2%, -29%, -0.4, -27%, ?, ?
> Cc1ccc(-c2csc(C(O)c3cccc(Cl)c3)n2)cc1C (centres undefined)
  nt, 0.5%, 3%, nt, -1%, -0.7, -54%, 13µM*, i
> COC(=O)C1=CN(c2ccc(F)cc2)C=C(C(=O)OC)C1c1ccc(O)cc1
  6%, 5.4%, 2%, 14%, 11%, -0.6, 0%, 0%, i
> Cc1cccc(C(C)C)c1NC(=O)c1cccnc1
  2%, -0.9%, -10%, -13%, 6%, -4.0, -10%, -15%, i
> Oc1cccc2c(-c3nn[nH]n3)ccnc12
  12%, 0.1%, 1%, 2%, 1%, 0.1, -17%, ?, i
> CCN(CC(=O)Nc1cc(C)nn1-c1nc(C)cc(C)n1)Cc1ccccc1
  3%, 2.3%, 2%, 0%, -24%, -0.7, -36%, ?, i
> CN1CCN(NS(=O)(=O)c2ccc(Cl)cc2)CC1
  -14%, 1.0%, 1%, 1%, -6%, -1.2, -10%, 9%, i
> O=c1ncn(C2CCCCC2)c(=O)[nH]1
  -2%, -0.7%, 8%, 7%, -8%, -0.2, 9%, 13%, i
> COc1ccc(-c2cn3cccnc3n2)cc1NC(=O)c1cc(OC)c(OC)c(OC)c1
  12%, 7.1%, 8%, 1%, 20%, -6.1, 4%, -3%, i
> O=C(NCc1nc(-c2ccccc2)no1)c1cccs1
  ?, 5.8%, 7%, -7%, 2%, -0.8, -4%, -4%, i
> CCCc1cc(C(=O)N(C)CC(=O)Nc2ccc(OCC)c(OCC)c2)sc1C
  ?, 1.6%, -3%, -11%, -26%, -0.4, -11%, 5%, i
> O=C(CSc1nnc(-c2cccs2)o1)N1CCOCC1
  7%, 0.4%, 9%, -7%, 16%, -2.5, -18%, 3%, i
> O=C1NCCCc2c1oc1cc(Br)c(O)c(Br)c21
  ?, -0.1%, -11%, -8%, 0%, -2.3, -20%, ?, i
> O=C(C[C@@H]1C/C=C\C[C@H](Cc2ccc(F)cc2)C(=O)OC[C@@H]2CCCN2C1=O)N[C@H](CO)Cc1ccccc1
  -16%, 6.3%, 12%, 0%, -7%, -0.3, -14%, ?, i
> COc1cc(NS(=O)(=O)c2ccc(NC(=S)NC(=O)/C=C/c3ccco3)cc2)ncn1
  1%, 14%, 13%, -11%, 11%, -1.1, -1%, 20%, i
> O=C(COC(=O)c1cc(S(=O)(=O)N2CCOCC2)ccc1F)c1ccccc1
  17%, -0.7%, -1%, -1%, -8%, 0.4, -1%, -7%, i
> CCOc1ccc(Br)cc1S(=O)(=O)NCc1ccc(S(N)(=O)=O)cc1
  -2%, 0.3%, 4%, -3%, -21%, -0.3, 8%, 3%, i
> COc1ccc(NC(=O)N(C)C[C@@H]2OCc3cnnn3CCCC(=O)N([C@@H](C)CO)C[C@H]2C)cc1
  nt, 3.1%, 4%, nt, -14%, -0.5, -1%, 3%, i
> CCc1ccc2nc(Nc3nc(COC)cc(=O)[nH]3)nc(C)c2c1
  -12%, -0.1%, 3%, 4%, 4%, -0.3, -13%, 1%, i
> O=C(NCc1nc(-c2ccccc2)no1)c1ccc2c(c1)OCO2
  ?, -0.6%, 2%, -12%, 4%, -0.8, -26%, -11%, i
> CC1(Oc2cnc(Cl)c3ccccc23)CCN(Cc2ccc(OC(F)(F)F)cc2)C1 (centres undefined)
  nt, 12%, -6%, nt, 11%, 0.3, -47%, ?, i
> CN(C)c1ccc(NC(=O)Cn2cc(S(=O)(=O)Cc3ccccc3Cl)c3ccccc32)cc1
  -9%, 5.8%, nt, -17%, nt, nt, -21%, nt, nt
> O=C(COC(=O)c1cnc(Cl)c(Cl)c1)c1ccc(F)cc1
  2%, 4.5%, 1%, -3%, nt, 2.1, 9%, 1%, nt
> CN(C)c1cc[n+](CC(=O)Nc2ccc(Cl)c([N+](=O)[O-])c2)cc1
  4.6µM*, -0.5%, 2%, -3%, -21%, -2.3, -9%, -5%, i
> COC(=O)c1ccccc1NC(=O)COC(=O)CSCC(=O)N1CCOCC1
  5%, 0.1%, 8%, nt, -2%, -1.6, 1%, 4%, i
> O=C(OCc1cn([C@H]2CN(C(=O)C3CCCCC3)[C@@H](c3ccc(Cl)cc3)C[C@@H]2O)nn1)c1ccccc1
  nt, 2.1%, 11%, nt, ?, -1.5, -40%, ?, ?
> O=C(CSc1nc2nccnc2c(=O)n1CCc1c[nH]c2ccccc12)Nc1ccccc1F
  8%, 7.5%, nt, 1%, nt, nt, -25%, -20%, nt
> CC(C)c1nnc(SCC(=O)NCc2ccc3c(c2)OCO3)n1C
  25%, -0.6%, 9%, -1%, 1%, 0.5, 5%, -1%, i
> CC(C)CNC(=O)C1=CC(c2ccc3c(c2)OCO3)=NS(=O)(=O)N1C
  -17%, 0.8%, nt, -1%, 1%, nt, -7%, ?, i
> CCCN1CCC(=O)N(C(CSc2ccc(C)cc2)CC(C)C)CC1 (centres undefined)
  ?, nt, nt, -23%, nt, nt, -19%, ?, nt
> COc1ccc(NCC(=O)Nc2ccccc2C#N)cc1Cl
  -13%, 3.7%, -2%, nt, 10%, -0.9, 3%, 13%, i
> CCOc1ccc(N2CC(C(=O)NC3CCCC3)CC2=O)cc1 (centres undefined)
  ?, -2.4%, 17%, 2%, 4%, -0.1, 2%, 10%, i
> CCCc1c(O)c2ccccc2n(-c2ccccc2)c1=O
  nt, 0.1%, -1%, -1%, -2%, -0.2, -6%, 9%, i
> CCCNC(=O)C(Cc1ccc(I)cc1)NC(=O)c1ccc2ccccc2n1 (centres undefined)
  ?, 0.5%, 3%, -1%, 0%, -0.8, -10%, ?, i
> COc1ccc2c(C)c(C(=O)N3CCN(Cc4ccccc4)CC3)oc2c1
  ?, 6.6%, ?, -24%, -23%, 3.1, -21%, ?, i
> O=C(c1cn(Cc2ccccc2)nc1-c1ccc(Cl)cc1)N1CCN(c2ccccn2)CC1
  -16%, 0.7%, 9%, -13%, -10%, -5.4, 5%, -24%, ?
> Cn1c(SCc2ccc(C(F)(F)F)cc2)nc2c([nH]c3ccccc32)c1=O
  nt, 0.6%, nt, 3%, nt, nt, -8%, -1%, nt
> O=C(CN1CCCCCC1)Nc1ccc(S(=O)(=O)N2CCOCC2)cc1
  6%, -0.1%, 6%, 1%, 3%, -0.1, 10%, 24%, i
> Cc1cc(N2CCOCC2)c(F)cc1C(=O)c1ccccc1
  ?, 0.4%, 8%, 4%, 1%, -3.1, 7%, -12%, ?
> Cc1cc(Br)cn2c(Cc3ccccc3C(F)(F)F)c(-c3cccc(Br)c3)nc12
  nt, 10%, 9%, nt, 20%, 0.0, nt, nt, i
> COc1ccc(-c2cn3c(n2)sc2cc(C(=O)Nc4cc(OC)cc(OC)c4)ccc23)cc1
  11%, 2.6%, nt, 2%, nt, nt, -6%, -1%, nt
> O=c1cc(CN2CCN(Cc3ccccc3)CC2)c2cc(O)ccc2o1
  7%, 5.5%, 2%, 2%, nt, -0.1, -25%, -15%, i
> Cc1ccccc1N(CC(=O)NCC1CCCO1)C(=O)CCC(=O)Nc1nccs1 (centres undefined)
  -10%, 0.1%, 6%, -1%, -5%, -3.6, -15%, 9%, i
> Cc1cccc(C)c1OCc1nnc(SCC(=O)NCCc2ccccc2)o1
  1%, -0.8%, 8%, -9%, 3%, -1.8, -19%, 5%, i
> COc1cc(/C=C/c2nc(C#N)c(N3CCN(C)CC3)o2)cc(OC)c1OC
  2%, 2.8%, nt, -17%, nt, nt, -13%, 0%, nt
> COc1cccc(NC(=O)c2cccc(NC(=O)c3ccco3)c2)c1
  nt, 0.4%, 11%, nt, nt, -3.3, 2%, -1%, i
> O=C(Cn1c(=O)ccc2cc(S(=O)(=O)N3CCCC3)ccc21)Nc1ccccc1
  nt, -1.0%, nt, 12%, -14%, nt, -1%, 7%, i
> COc1cccc(CNc2ccc([N+](=O)[O-])c(NCC(=O)O)n2)c1
  1%, 0.5%, 12%, ?, -23%, 0.2, -48%, 0%, ?

# (listing goes on)
# Second line of a record: Nrf2 block, Nrf2 ARE act, EPAC2 agonist, A549 tox, ATXN2 expr inh, IL2 activator, HepG2 viability, TGFb inhibitor, S2 tox
> Cc1noc(C)c1S(=O)(=O)N1CCCC(C(=O)NCCc2ccc(Cl)cc2)C1 (centres undefined)
  -8%, -0.3%, 4%, 2%, 5%, -1.8, 2%, 7%, i
> CNc1nc(N)c([N+](=O)[O-])c(NC2CCCCC2)n1
  -11%, -0.2%, 3%, -7%, -11%, -2.8, -22%, -1%, i
> CN1CCc2c(sc3c2c(=O)n(-c2ccccc2)c2nnc(SCc4ccc(Cl)cc4)n32)C1
  -28%, 0.5%, 6%, -12%, -31%, -0.2, -17%, 0%, i
> COC(=O)c1sccc1NC(=O)CC1C(=O)NCCN1C(=O)Nc1cc(Cl)ccc1OC (centres undefined)
  13%, ?, 3%, -8%, 3%, -0.3, -18%, -2%, ?
> Cc1ccc(C(=O)CSc2nnc(-c3ccccc3)o2)cc1
  4%, 0.0%, -12%, 1%, 12%, -1.2, -12%, -17%, i
> O=S(=O)(NCc1ccccc1Br)c1ccccc1Br
  -10%, -0.1%, 7%, 1%, 9%, 0.1, -16%&-32%, ?, i
> O=C(O)c1cc(S(=O)(=O)N(Cc2ccccc2)c2ccccc2)ccc1Cl
  6%, 0.1%, 4%, 4%, nt, -0.3, -5%, 15%, ?
